GPR151 ag: activators of human GPR151. Q8TDV0. PathHunter beta-arrestin GPR151 cells, luminescence. activation, % at 11.2 µM. hit rate 1% among 650,000; in the data active = activation above about 4.9%;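 note: 0% = median of compound wells and 100% = cells with positive control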
MITF primary: human MITF inhibition, primary screen | O75030 | AlphaScreen MITF homodimerization, bead proximity signal | inhibition, % at 2.6 µM | hit rate 0.91% among 650,000 | AID 1259374; in the data active = inhibition above about 50%;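 note: 0% = vehicle wells with protein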
TEAD-YAP block: TEAD-YAP interaction inhibition; hit rate 1.4% among 640,000; HEK-TIYL cells, TEAD-Gal4/YAP UAS-luciferase luminescence; inhibition, % at 9.12 µM; in the data active = inhibition above about 32%;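 note: 0% = median of test compound wells and 100% = reference inhibitor wells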
FBW7 activator: human FBW7 E3 ligase activation, primary screen | AID 1259310 | normalized activity (activation), % at 26.1 µM | Q969H0 | AlphaScreen FBW7–phospho-cyclin E peptide binding, activator screen | hit rate 0.13% among 650,000; in the data active = normalized activity above about 1.9%;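 note: purified mutant Fbw7 with reduced substrate affinity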
Target sequence (Q969H0 whole entry, looked up): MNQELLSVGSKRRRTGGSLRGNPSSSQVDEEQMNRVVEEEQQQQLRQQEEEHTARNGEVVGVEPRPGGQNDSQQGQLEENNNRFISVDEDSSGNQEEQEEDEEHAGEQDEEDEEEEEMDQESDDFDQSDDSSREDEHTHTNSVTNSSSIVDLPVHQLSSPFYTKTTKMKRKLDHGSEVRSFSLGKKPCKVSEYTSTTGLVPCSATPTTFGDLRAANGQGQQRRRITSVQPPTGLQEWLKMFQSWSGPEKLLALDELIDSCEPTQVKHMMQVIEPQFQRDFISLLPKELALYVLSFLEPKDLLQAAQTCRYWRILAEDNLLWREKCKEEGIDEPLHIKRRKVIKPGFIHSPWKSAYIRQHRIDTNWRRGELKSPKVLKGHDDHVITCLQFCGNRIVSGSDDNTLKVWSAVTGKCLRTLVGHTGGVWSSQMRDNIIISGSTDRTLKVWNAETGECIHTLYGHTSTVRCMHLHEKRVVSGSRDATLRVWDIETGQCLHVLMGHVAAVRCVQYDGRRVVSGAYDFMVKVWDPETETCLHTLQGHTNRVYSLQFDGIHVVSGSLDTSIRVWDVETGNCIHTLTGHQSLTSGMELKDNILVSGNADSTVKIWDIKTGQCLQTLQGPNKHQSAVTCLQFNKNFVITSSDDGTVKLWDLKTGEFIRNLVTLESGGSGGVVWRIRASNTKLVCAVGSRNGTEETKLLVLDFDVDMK
* = called active by the depositor. Compounds as they come. Share with any hit: about 3.5%.

SMILES | GPR151 ag | MITF primary | TEAD-YAP block | FBW7 activator
C/C(=N\NC(=O)Cc1cccn1C)c1ccccc1Cl | -0.1 | 29 | 8 | 0.5
Cc1c(Cl)cccc1NC(=S)N(Cc1ccccc1)Cc1cccs1 | -1.3 | 0 | -6 | 0.1
COC(=O)c1cc(NC(=O)CSc2n[nH]c(-c3ccccc3)n2)cc(C(=O)OC)c1 | 0.4 | -7 | -7 | 0.0
c1cc(N2CCOCC2)ccc1Nc1nc(-c2ccc(N3CCOCC3)nc2)nc2c1ncn2C1CCCCC1 | -1.5 | 25 | 1 | -0.1
CCCNC(=O)c1cnc(N2CCC(N3CCOCC3)CC2)s1 | -0.7 | 10 | -9 | -0.1
O=C1CN(C(=O)C23CC4CC(CC(C4)C2)C3)CC(=O)N1CCc1ccccc1 | -1.2 | -8 | -12 | 0.1
O=c1[nH][nH]c(=O)n1/N=C/c1ccccc1O | 0.1 | 9 | -4 | 0.2
COc1ccc(N(CC(=O)Nc2ccc(Cl)cc2C)S(=O)(=O)c2ccccc2)c(OC)c1 | 0.6 | -3 | 9 | -0.2
O=C1NC(=O)C(Cc2ccccc2)(C2CCN(Cc3ccoc3)CC2)N1 (stereo not given) | 0.6 | -14 | -1 | 0.1
C/C(CC(=O)Nc1ccc2c(c1)OCCO2)=N\NC(=O)c1ccc([N+](=O)[O-])cc1 | -0.1 | -7 | -5 | -0.2
O=C(NCCc1ccccc1)C(=O)NCC1CCCN1S(=O)(=O)c1ccccc1 (stereo not given) | -1.4 | 0 | 30 | 0.0
CCN(CC)C(=O)CSc1nc2ccccc2n1CC(=O)N1CCCC1 | 0.1 | -5 | 4 | -0.1
COC(=O)c1cc(OC)c(OC)cc1NC(=O)CN1C(=O)c2ccccc2C1=O | -0.1 | -7 | 4 | 0.0
CC(C)(C)n1nnnc1C(c1cccnc1)N1CCN(c2ccccc2F)CC1 (stereo not given) | 8.4* | 3 | 5 | -0.1
CCOc1ccc2nc(N3CCCC(C(=O)N(C)C(C)C)C3)nc(C)c2c1 (stereo not given) | 0.2 | -11 | -2 | 0.6
COc1ccc(-n2nc(C(=O)NCC(=O)N3CCC(C(N)=O)CC3)c3ccccc3c2=O)cc1OC | 0.8 | 6 | -3 | -0.1
COc1ccc(-c2nc(Nc3ccc(Oc4ccccc4)cc3)nc(OC)n2)cc1 | 2.3 | 16 | 3 | 0.1
COc1cccc2c(C)nc(Nc3nc(CSc4nnc(C)s4)cc(=O)[nH]3)nc12 | 0.7 | -15 | -6 | -0.1
C=C(C)Cn1c(-c2ccc(Cl)cc2Cl)n[nH]c1=S | -0.2 | -2 | 4 | -0.1
CC1CCCCC1NC(=O)c1ccccc1C(=O)O (stereo not given) | -0.7 | 19 | 8 | 0.1
C/C(N)=C(/C#N)C(=O)CSc1nc2ccccc2c(=O)n1-c1ccccc1C | 1.5 | 9 | -3 | -0.1
O=[N+]([O-])c1ccc2c(c1)ONC(c1ccc(Cl)cc1)=N2 | 0.0 | 6 | -33 | 0.8
CC(=O)OCc1c(-c2ccccc2)c2cc([N+](=O)[O-])ccc2n1C | 0.5 | 16 | -1 | 0.4
COc1ccc(C2CC(c3cc(OC)ccc3OC)n3ncnc3N2)cc1 (stereo not given) | 1.2 | -1 | 4 | -0.2
O=C(NCc1ccc(F)cc1)C(c1ccco1)N(C(=O)c1csnn1)C1CCCC1 (stereo not given) | -0.4 | -3 | -2 | -0.2
COc1ccc(NC(=S)NC(C)c2ccncc2)cc1OC (stereo not given) | -0.2 | -6 | -3 | 0.0
COc1ccc(C2Nc3ccc(Cl)cc3C(c3ccccc3)O2)cc1 (stereo not given) | 1.6 | -1 | 12 | 0.3
O=C(c1cn(-c2ccc(Cl)cc2)c(=O)c2ccccc12)N1CCCCC1 | 0.7 | 7 | 7 | 0.0
COC(=O)CNC(=O)c1ccc([N+](=O)[O-])cc1 | -0.4 | 0 | -2 | 0.1
COc1cc(CN(C2=NS(=O)(=O)c3ccccc32)c2ccc(C)cc2)ccc1O | 0.2 | 1 | 0 | -0.2
CN(C)CCOc1cc(-c2ccnc3[nH]ccc23)c(F)cc1NC(=O)C1COc2ccccc2O1 (stereo not given) | 1.3 | 21 | -20 | 0.1
Cc1c(OC(C)C(=O)OC(C)C)ccc2c3c(c(=O)oc12)CCC3 (stereo not given) | -0.2 | 10 | -9 | 0.2
O=C(NCc1ccccn1)c1cccc(OC2CCN(C(=O)CC3=CCCCC3)CC2)c1 | -0.5 | 11 | 16 | 0.1
CC(=O)c1cccc(-c2nc3ccc(C(=O)Nc4ccccc4)cc3s2)c1 | 2.6 | 4 | -19 | -0.1
COC(=O)c1c(OCCc2cccs2)cc(=O)n2c1CCN(CC1CC1)CC2 | -0.7 | -1 | -5 | -0.1
Cc1cc(C)c(C(=O)c2ccc(C(N)=O)cc2)c(C)c1 | 3.2 | 5 | -5 | 0.1
CCOC(=O)Cn1c(=NC(=O)/C=C/c2cccs2)sc2cc(NC(C)=O)ccc21 | 2.0 | 8 | -3 | 0.1
COc1cc(C)nc(NC(=O)Nc2ccc(F)cc2)n1 | 0.6 | 1 | -4 | -0.1
C=CCNc1nc(-c2cc(F)ccc2F)cs1 | -1.3 | -16 | -62 | -0.4
O=C(Nc1c2c(nn1-c1ccccc1)CSC2)c1ccc(Br)cc1 | -0.4 | -11 | -3 | -0.1
Cc1c(C(=O)Nc2ccccc2F)sc2ncn(CC(=O)N3CCCC(C)C3)c(=O)c12 (stereo not given) | -0.6 | 29 | 11 | 0.8
COc1ccc(/C=C2\Oc3c(ccc(O)c3CN(C)C)C2=O)cc1 | 2.9 | -4 | 6 | 0.0
Cc1nnc(SC(C(=O)NC(N)=O)C(C)C)n1C1CCCCC1 (stereo not given) | -0.1 | 8 | 1 | 0.1
CCCc1[nH]n(-c2ccc(F)cc2)c(=O)c1C=NCCc1c[nH]c2ccccc12 | 0.4 | 3 | 0 | -0.1
Cc1ccc(C(=O)Nc2cccc(Cl)c2C)o1 | 1.0 | 15 | -17 | -0.2
COC(=O)COc1cccc(C2C3=C(CC(C)(C)CC3=O)OC3=C2C(=O)CC(C)(C)C3)c1 | 0.3 | 13 | 2 | -0.1
O=C(c1cc(F)c(F)cc1Cl)n1cncn1 | -0.3 | 6 | 7 | -0.1
COc1ccccc1-c1c(C)nn2c(NCCCN3CCCC3=O)cc(C)nc12 | -0.6 | -9 | -7 | -0.1
Cc1cc(C)cc(OCc2nc(-c3ccncc3)no2)c1 | 1.3 | -12 | -1 | -0.1
CCN1CCC(=NNS(=O)(=O)c2ccc(C)c([N+](=O)[O-])c2)CC1 | 0.1 | 5 | 14 | 0.0
O=[N+]([O-])c1ccccc1S(=O)(=O)Nc1cccc(S(=O)(=O)N2CCCC2)c1 | -2.4 | 5 | 6 | 0.1
COc1ccc(OC)c(C(=O)CN2CCN(S(=O)(=O)c3ccc(Cl)cc3)CC2)c1 | 0.9 | -4 | 10 | -0.1
O=C1OC(c2ccccc2F)=N/C1=C\c1ccccc1I | -0.6 | 16 | 8 | 0.4
CCC(=O)NC(=S)Nc1cccc(C)c1C | 0.4 | 6 | 0 | 0.0
O=C(CCn1c(SCC(=O)NC2CCCC2)nc2ccccc2c1=O)NC1CCCCC1 | 1.8 | -6 | -2 | -0.1
O=C(N[C@H]1C[C@H]2C(=O)N[C@@H](CO)C(=O)N2C1)c1sccc1Cl | -2.2 | 11 | 3 | 1.5
CNC(=O)CSc1nnc(-c2ccc(OC)c(OC)c2)n1C | -0.2 | -8 | -10 | -0.1
CCOc1ccccc1Nc1ccc(C(=O)O)cc1N | -1.0 | 8 | -8 | 0.2
O=C(Nc1ccc(Cl)cc1)c1noc2c1COc1ccccc1-2 | 0.3 | -2 | -9 | -0.1
Cc1cc(Oc2nnnn2-c2ccc(C(N)=O)cc2)ccc1Cl | 0.3 | 7 | 3 | 0.1
(further entries)
SMILES | GPR151 ag | MITF primary | TEAD-YAP block | FBW7 activator
Cc1ccc(N(CC(=O)NCCSc2nc3ccccc3s2)S(=O)(=O)c2ccccc2)c(C)c1 | -0.4 | 6 | 17 | 1.2
CC(=O)c1ccc(N2CCN(Cc3ccc(C)s3)CC2)cc1 | 0.6 | 36 | -1 | 0.1
C=CCn1c2cc(C)sc2c2cnn(CC(=O)N3CCCCC3C)c(=O)c21 (stereo not given) | 0.4 | 7 | 10 | -0.1
CCCC(=O)Nc1cc2nn(-c3ccccc3)nc2cc1C | -2.0 | 11 | 14 | 0.2
Cn1cc(Br)c(C(=O)NN2C(=O)C3C4C=CC(C5CC45)C3C2=O)n1 (stereo not given) | -0.8 | 18 | 7 | 0.8
N#Cc1cnc2ccccc2c1N1CCC(C(=O)Nc2ccc(F)c(Cl)c2)CC1 | 0.0 | -11 | -2 | 0.0
CN1C(=O)NC(c2ccc(C(F)(F)F)cc2)C2=C1CC(C)(C)CC2=O (stereo not given) | 2.1 | 21 | 4 | 0.1
COCCNC(=O)c1cc(-c2ccccc2F)no1 | -0.6 | 4 | -71 | 0.0
COc1cc(C2C3=C(CC(C)(C)CC3=O)NC3=C2C(=O)CC(C)(C)C3)ccc1OCc1ccccc1 | -0.8 | 3 | 2 | 1.1
COc1cccc(/C=N/NC(=O)C(=O)Nc2ccc(C)c(C)c2)c1O | -0.5 | -4 | 6 | -0.3
CCn1ncc(NC(=S)NCCc2ccc(OC)c(OC)c2)c1C(N)=O | 1.4 | -2 | -6 | -0.1
CC(C)C(=O)Nc1ccc2c(c1)C(=O)N(C)C2=O | -0.8 | -11 | 9 | 0.0
CC1=CC2=NC(C(F)(F)F)(C(F)(F)F)NC(=O)N2C=C1 | -1.1 | -13 | 0 | 0.0
CCCC(=O)N1CCC(C2(Cc3ccc(F)cc3)NC(=O)N(CC3CCCO3)C2=O)CC1 (stereo not given) | 1.7 | 10 | 5 | 0.1
CCC(C)NC(=O)c1ccc(N2CC3CC(C2)c2cccc(=O)n2C3)c(NC(=O)c2ccc(Br)o2)c1 (stereo not given) | 2.0 | -12 | 4 | -0.1
O=C(O)c1ccc(Nc2nc(-c3ccc(Cl)cc3)nc3ccccc23)cc1 | 0.7 | -4 | -4 | 0.0
CCCNC(=O)COC(=O)c1ccc(Cl)c(Cl)c1 | 1.2 | 3 | -5 | 0.1
COc1ccc(NC(=O)CC2CCCC2)cc1Cl | 0.5 | -2 | -37 | 0.0
COc1cc(COCC(O)CN2CCN(c3ccccc3)CC2)cc(OC)c1OC (stereo not given) | -0.2 | 4 | 3 | -0.1
O=C(Oc1ccccc1)Oc1ccc2c(c1)oc(=O)c1ccccc12 | -0.4 | -5 | -2 | -0.1
COC(=O)C1CCN(C(c2cccs2)c2sc3nc(C)nn3c2O)CC1 (stereo not given) | -0.7 | 0 | -1 | -0.2
COc1ccccc1C(=O)N1CCN2C(=O)[C@H]3CCCN3C(=O)[C@H]2C1 | -0.1 | 3 | -2 | -0.2
O=C(N1CCCCCC1)N1CCN(S(=O)(=O)N2CCCCC2)CC1 | -0.2 | 11 | 0 | -0.1
COC(=O)c1cccc(Cn2nnc3ccccc3c2=O)c1 | 2.6 | 8 | -6 | -0.2
O=C(OCCNC(=O)c1cc2ccccc2oc1=O)c1ccccc1 | 0.2 | 3 | -1 | 0.0
COc1cc(C(=O)Nc2ccccc2C(=O)c2ccccc2)cc(OC)c1OC | 0.4 | 17 | 8 | 0.0
CCCCOc1ccc(C(=S)N2CCC(C(N)=O)CC2)cc1 | 0.8 | 10 | -45 | -0.2
CCOc1cccc(C2C(C(=O)OC3CCCCC3)=C(C)NC3=C2C(=O)CC(c2ccc(OC)c(OC)c2)C3)c1 (stereo not given) | -1.4 | 14 | 7 | 0.0
CCC(C)NC(=O)c1ccc(N(C)S(C)(=O)=O)cc1 (stereo not given) | -1.2 | 0 | -6 | -0.1
CSc1sccc1/C=N/NC(=O)C(NC(=O)c1ccccc1)=C(C)C | 0.2 | 13 | 8 | 0.3
O=C(Nc1ccc(Br)cc1)c1cccc(N2C(=O)C3CCCCC3C2=O)c1 (stereo not given) | 7.5* | 2 | -8 | 0.0
COCCn1c(C)cc(C(=O)COC(=O)/C=C/c2ccc(Br)o2)c1C | 2.6 | 11 | 0 | -0.2

Reprinted from the listing for reference:
SMILES | GPR151 ag | MITF primary | TEAD-YAP block | FBW7 activator
COC(=O)C1CCN(C(c2cccs2)c2sc3nc(C)nn3c2O)CC1 (stereo not given) | -0.7 | 0 | -1 | -0.2
COc1ccccc1C(=O)N1CCN2C(=O)[C@H]3CCCN3C(=O)[C@H]2C1 | -0.1 | 3 | -2 | -0.2
O=C(N1CCCCCC1)N1CCN(S(=O)(=O)N2CCCCC2)CC1 | -0.2 | 11 | 0 | -0.1
COC(=O)c1cccc(Cn2nnc3ccccc3c2=O)c1 | 2.6 | 8 | -6 | -0.2

Quoted at random: 6 compounds from above
SMILES | GPR151 ag | MITF primary | TEAD-YAP block | FBW7 activator
CCC(=O)NC(=S)Nc1cccc(C)c1C | 0.4 | 6 | 0 | 0.0
CCn1ncc(NC(=S)NCCc2ccc(OC)c(OC)c2)c1C(N)=O | 1.4 | -2 | -6 | -0.1
COc1cc(C)nc(NC(=O)Nc2ccc(F)cc2)n1 | 0.6 | 1 | -4 | -0.1
CCN1CCC(=NNS(=O)(=O)c2ccc(C)c([N+](=O)[O-])c2)CC1 | 0.1 | 5 | 14 | 0.0
CC(=O)OCc1c(-c2ccccc2)c2cc([N+](=O)[O-])ccc2n1C | 0.5 | 16 | -1 | 0.4
COC(=O)c1cc(NC(=O)CSc2n[nH]c(-c3ccccc3)n2)cc(C(=O)OC)c1 | 0.4 | -7 | -7 | 0.0

Source: PubChem BioAssay (The Scripps Research Institute Molecular Screening Center)
